# Cav32 inh: human Cav3.2 channel inhibition, primary screen; O95180; Cav3.2-expressing cells, Fluo-4 calcium fluorescence FDSS; active compounds read low; B-score at 10 µM; 4% of 100,000 active; AID 449739;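 active = single-dose well whose peak fluorescence ratio is a statistical outlier from its plate by either plate-standardised score or position-corrected B-score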
# Active calls of the source: *.
SMILES,Cav32 inh
CCOC(=O)C1CSC(CC(=O)Nc2ccc(Cl)c(Cl)c2)C(=O)N1 (stereo unspecified),-2.4
O=C(NCc1cccnc1)C1c2ccccc2C(=O)N1C1CCCC1 (stereo unspecified),-0.083
COc1ccc(OC)c(C(O)c2coc3ccc(O)c(CN(C)C)c23)c1 (stereo unspecified),0.6
CCOC(=O)C1=C(C)N=C2SCCC(=O)N2C1c1cccs1 (stereo unspecified),1
COc1ccc(NC(C#N)c2ccc(OC)cc2)cc1 (stereo unspecified),-1.4
O=C1CCCc2c1[nH]c1ccccc21,-0.099
Clc1ccccc1-c1nnc2sc(-c3cccs3)nn12,-1.9
Cn1c(SCC(=O)Nc2cccc3ccccc23)nc(O)cc1=O,0.99
CC(C)(C)c1[nH]nc2c1C(c1ccncc1)C(C#N)=C(N)O2 (stereo unspecified),0.53
Nc1c(NCc2ccccc2F)c(=O)[nH]c(=O)n1Cc1ccccc1,-0.67
Cc1nn(-c2ccccc2)c(Cl)c1C(=O)NCC(=O)O,-1.4
CCOC(=O)Cn1c(=O)sc2ccccc21,-0.033
Cc1ccc(N2C(=O)C3N=NN(CC(=O)N4N=C(c5cccc6ccccc56)CC4c4ccccc4)C3C2=O)cc1 (stereo unspecified),-1.8
CCN1C(=O)/C(=C/N(C)C)c2ccccc21,-0.1
OC(COC(c1ccccc1)c1ccccc1)CN1CCCCC1 (stereo unspecified),0.94
COc1ccccc1NS(=O)(=O)c1cc(C(=O)N2CC(C)CC(C)C2)ccc1C (stereo unspecified),-2.7
O=C(NCc1ccccc1)C(C(=O)c1ccc(F)cc1)n1ccccc1=O (stereo unspecified),1.4
COc1ccc(C(=O)Cc2cc(OC)c(OC)cc2[N+](=O)[O-])cc1,-0.45
CC12CCC(C(=O)NC(c3ccccc3)c3ccccc3)(OC1=O)C2(C)C (stereo unspecified),-1.7
O=C(c1ccc(C(=O)N2CCOCC2)s1)N1CCOCC1,0.34
COc1ccc(C(=O)NCc2ccc(C)cc2)cc1S(=O)(=O)N1CCCc2ccccc21,-3.9
Cc1ccccc1Cn1nnc2c1C(=O)c1ccccc1C2=O,0.15
CN1CCN(Cc2nc3c(c(=O)[nH]c(=O)n3C)n2Cc2c(F)cccc2Cl)CC1,0.49
Cc1c(O)ccc(C(=O)CN2C(=O)c3ccccc3C2=O)c1O,0.043
CC1=C(C(=O)Nc2ccccc2)C(c2ccc(C)o2)n2c(s/c(=C/c3ccccc3)c2=O)=N1 (stereo unspecified),-3.2
CCOC(=O)CSc1nnc(NCC(=O)OC)c(=O)[nH]1,-0.31
CCCC(=O)Nc1nc2ccc(S(N)(=O)=O)cc2s1,0.034
COc1ccccc1CNC(=O)COC(=O)c1cc(-c2ccco2)nc2ccccc12,-1.4
COCc1nnc(NC(=O)CCN2C(=O)c3ccccc3C2=O)s1,0.69
O=C(c1noc2c1CCc1ccccc1-2)N1CCOCC1,0.48
CCn1c(-c2ccc3ncccc3c2)n[nH]c1=S,-0.012
COc1ccc(C(F)(F)F)cc1N/C=C\c1nnnn1-c1ccc(C)cc1,-3
CN(C)S(=O)(=O)N1CCN(c2ccccc2Cl)CC1,0.02
CCOC(=O)C1CCN(C(=O)c2cccnc2Cl)CC1,1.2
Cc1cc(O)c(/C=N/Nc2cccc(Cl)c2)c(=O)o1,-0.13
CC(=O)N(Cc1cccnc1)Cc1cc2ccccc2[nH]c1=O,-0.37
O=C(CSc1nnc(-c2ccc(Br)cc2)o1)Nc1cccc2ccccc12,0.23
Cc1ccc(-c2nnc(-c3ccccc3S(=O)(=O)Cc3ccc(Cl)cc3)o2)cc1,0.5
COc1cccc(/C=N/NC(=O)c2cc(C34CC5CC(CC(C5)C3)C4)[nH]n2)c1,-2.9
Cc1cccc(OCc2nnc3n2CCCCC3)c1,0.63
O=C(Nc1c(F)cc(F)cc1Br)c1cc(-c2ccco2)on1,-1.3
COc1ccc(S(=O)(=O)N2Cc3ccccc3CC2C(=O)N2CCOCC2)cc1OC (stereo unspecified),-0.48
CC(=O)N1C(=O)N(C(C)=O)C2C1N(C(C)=O)C(=O)N2C(C)=O (stereo unspecified),1
C=CCNS(=O)(=O)c1ccc(OCC(=O)OC)cc1,0.28
Cc1ccc(S(=O)(=O)Nc2c3ccccc3nc(=O)n2-c2ccccc2)cc1,-0.067
COc1ccc(N2CCN(C(=O)CCCn3c(=O)[nH]c4ccsc4c3=O)CC2)cc1,0.66
COc1ccc(NC(=O)c2ccc(-n3cccn3)nc2)c(OC)c1,0.43
Cc1ccc(-c2nc3ccccc3c(=O)n2CCCn2ccnc2)cc1,1.3
COc1ccc(-n2c(=O)c3c4c(sc3n3cnnc23)CC(C)CC4)cc1 (stereo unspecified),1.1
Cc1ccc(NC(=O)CS(=O)CC(=O)NCC2CCCO2)cc1 (stereo unspecified),0.63
C=CCN(Cc1cccc(OC)c1OC)S(=O)(=O)N(C)C,0.65
O=C(CCc1ccc(S(=O)(=O)N2CCOCC2)cc1)Nc1nccs1,0.31
C#CCOc1nc(OCC#C)nc(OCC#C)n1,-0.43
O=[N+]([O-])c1ccc(C=Nc2ccc(Cl)cc2Cl)s1,0.18
COc1ccc(C)cc1-n1c(N)c(C#N)c(C#N)c1-c1ccc(OC)c(OC)c1OC,3.1
CCc1cccc(C)c1N(C(=O)Cn1c(CO)nc2ccccc21)C(C)COC (stereo unspecified),0.0048
COC(=O)c1ccc(S(=O)(=O)N2C3CCC2CC(NC(=O)C2CC2)C3)cc1 (stereo unspecified),0.9
NS(=O)(=O)c1ccc(NC=C2C(=O)OC3(CCCCC3)OC2=O)cc1,-0.023
Clc1ccc(CNC2CCCC2)cc1,-0.43
O=C(C1CCC1)N1CCc2cc(S(=O)(=O)NCC3COc4ccccc4O3)ccc21 (stereo unspecified),-0.72
# Remaining list, next part:
SMILES,Cav32 inh
O=C(NCc1ccco1)c1cc(-c2ccc3c(c2)OCO3)on1,-1.9
CCc1nc2c(sc3nc4c(cc32)COC(C)(C)C4)c(=O)n1Cc1ccccc1,0.42
Fc1ccc(Nc2nc(Oc3ccccc3F)nc(N3CCCC3)n2)cc1,0.31
CCSc1nn2c(=O)c3ccccc3nc2s1,0.67
O=C(O)CCC(=O)N1CCC[C@H]1C(=O)O,-1.1
Cc1nn(C)cc1/C=N/NC(=S)Nc1ccccc1,0.11
COc1cccc(-n2c(SCC(=O)OC(C)C)nnc2-c2cccnc2)c1,0.63
COCCN(C(=O)Nc1ccc(OC)cc1OC)C1CCN(C(C)=O)CC1,0.85
Cc1ccc(-c2ccc([C@H]3[C@@H]4C=CCC[C@@]4(C)C(=O)N3Cc3ccccc3)c(F)c2)cc1,-1.6
COC(=O)c1cc(OC)c(OC)cc1-n1cnc2cc(OC)c(OC)cc2c1=O,-0.1
CCCN1CCC(NC(=O)Nc2ccc(OC)c(OC)c2)CC1,0.35
CCc1ccc(-c2nc(CN3CCC(C(=O)NCCc4ccc(OC)c(OC)c4)CC3)c(C)o2)cc1,-3.3
O=C(O)CCN1C(=O)c2ccccc2C1=O,1.2
Cc1noc(C)c1S(=O)(=O)N1CCC(C(=O)Nc2ccccn2)CC1,1.9
CC(/C=C/C1(O)C(C)CC(O)CC1(C)C)OC1OC(CO)C(O)C(O)C1O (stereo unspecified),-0.012
COc1ccc(NC(=O)CSc2ccccc2)c(OC)c1,-0.033
CCCCCCC1CCC(C(=O)NC(CCSC)C(=O)NC(C(=O)OC)C(C)C)CC1 (stereo unspecified),-6.8*
CCOCCCn1c(=S)[nH]c2cc(C(=O)N3CCC(C(N)=O)CC3)ccc2c1=O,0.44
O=C1/C(=C/c2ccncc2)SC(=S)N1C1CCS(=O)(=O)C1 (stereo unspecified),0.77
CC(=O)C1C(c2ccccc2)c2c(n[nH]c2C)CC1(C)O (stereo unspecified),-0.24
Cc1cccc(-n2cnc(C(=O)NC3CCCCCC3)c2)n1,0.5
CCCCc1c(O)nc(SCCC(=O)O)[nH]c1=O,0.093
CC(C)Cn1c(N)c(C(=O)COC(=O)C2CCCCC2)c(=O)n(C)c1=O,-0.17
CCCCC1=CC2=CC(=O)C(C)(OC(=O)CC)C(=O)C2=CN1CCc1ccccn1 (stereo unspecified),-0.34
Cc1snc(S(=O)(=O)/C(C#N)=N/Nc2ccc(C(F)(F)F)cc2)c1C#N,-6.4*
CCOc1ccc(C(=O)N(Cc2ccc(N(C)C)cc2)C2CCS(=O)(=O)C2)cc1 (stereo unspecified),0.56
Cc1cc(C)c(S(N)(=O)=O)c(C)c1-n1cnnn1,0.5
COc1ccc(-c2nnc3n2N=C(c2cccc(Br)c2)CS3)cc1OC,0.77
O=C1CC(SC(=Nc2ccccc2)Nc2ccccc2)C(=O)N1c1cccc(Cl)c1 (stereo unspecified),-0.026
O=C(NCc1ccc(F)cc1)c1cc2ccccn2n1,0.36
CC1=C(c2ccccc2)[N+](=O)C2(CCCC2)N1[O-],-0.38
CN(Cc1nc(-c2cccnc2)no1)S(=O)(=O)c1ccc2ccccc2c1,-0.4
O=C(Nc1nc(-c2cccs2)cs1)c1ccc(Cl)s1,-4.1*
COC(=O)c1cc2n(n1)CCN(Cc1ccccc1F)C2=O,1.4
CCNc1sc(C(=O)c2cccs2)c(N)c1-c1nc2ccccc2s1,-0.25
O=c1c2ccccc2[nH]c(=S)n1Cc1cccnc1,-0.17
O=C(NC(O)C(=O)c1ccccc1)c1cccs1 (stereo unspecified),0.13
Cc1ccc(Sc2c(C)[nH]n(C(C)(C)C)c2=O)cc1,1.2
CCCCCCN(C(=O)CCCCCN1C(=O)NC(c2ccc(-c3ccccc3)cc2)C(C(=O)OCc2ccccc2)=C1C)C(C(=O)NCCCC)c1ccc(O)cc1 (stereo unspecified),-0.78
Cc1cc(C(=O)CSc2nnc(-c3ccco3)o2)c(C)n1CC1COc2ccccc2O1 (stereo unspecified),-3.7
COC(=O)c1ccccc1NC(=O)c1cnc2sccn2c1=O,0.27
O=C(NCc1ccc2c(c1)OCO2)c1ccc2c(c1)OCCO2,1.3
N#CC1=C(N)SC(N)=C(C#N)C1c1ccnc2ccccc12,0.56
Cc1cc(OCC(=O)Nn2cnnc2)ccc1Br,0.99
CC(C)(C)CN1C(N)=NC[C@@H]1c1ccccc1,1.3
c1ccc(CCNc2nnnn2-c2ccccc2)cc1,-0.81
Cc1noc(C)c1CSc1nnc2ccccn12,1.6
CN1c2ccccc2-c2nc3ccccc3n2C1c1ccccn1 (stereo unspecified),-1.7
CC(NC(=O)c1cccs1)C(=O)NC1=NCCS1 (stereo unspecified),0.15
CCOc1cccc2cc(-c3csc(NC(=O)CCC(=O)N4CCC(C)CC4)n3)c(=O)oc12,0.66
COCCNC(=O)CN(C(=O)CCC(=O)Nc1nccs1)c1ccccc1OC,-0.2
Cc1c(Br)cccc1NC(=O)c1sccc1-n1cccc1,-1.2
Cc1ccc(C(=O)OCC(=O)Nc2ccccc2C(F)(F)F)cc1S(=O)(=O)N1CCOCC1,-0.28
c1csc(-c2ncc3ccccn23)c1,0.2
CC1CCCN(C2=NC(=O)/C(=C/c3cn(-c4ccccc4)nc3-c3cccc(S(=O)(=O)N(C)C)c3)S2)C1 (stereo unspecified),-0.5
CN(C)S(=O)(=O)c1cccc(C(=O)Nc2ccccc2Cl)c1,-0.001
CCOC(=O)C1C(=O)N(C(=O)c2ccc(OC)cc2)CC1c1ccccc1 (stereo unspecified),0.15
CC(=O)Nc1sc2c(c1C(c1cccs1)N1CCOCC1)CCCC2 (stereo unspecified),-2.7
CCOc1cc(N2CCOCC2)c(OCC)cc1NC(=O)COc1ncnc2ccccc12,0.023
Cc1ccc(CNC(=O)c2ccccc2NS(C)(=O)=O)cc1,-0.43

# Fetched by structure from above, six records:
SMILES,Cav32 inh
COC(=O)c1cc(OC)c(OC)cc1-n1cnc2cc(OC)c(OC)cc2c1=O,-0.1
Cc1ccc(NC(=O)CS(=O)CC(=O)NCC2CCCO2)cc1 (stereo unspecified),0.63
Cc1cccc(-n2cnc(C(=O)NC3CCCCCC3)c2)n1,0.5
CC(=O)N(Cc1cccnc1)Cc1cc2ccccc2[nH]c1=O,-0.37
CCc1cccc(C)c1N(C(=O)Cn1c(CO)nc2ccccc21)C(C)COC (stereo unspecified),0.0048
O=C(NCc1cccnc1)C1c2ccccc2C(=O)N1C1CCCC1 (stereo unspecified),-0.083

# Some values from the entries so far:
# Cav32 inh, `CCOc1cc(N2CCOCC2)c(OCC)cc1NC(=O)COc1ncnc2ccccc12` → 0.023
# Cav32 inh, `Cc1ccc(CNC(=O)c2ccccc2NS(C)(=O)=O)cc1` → -0.43
# Cav32 inh, `CCOC(=O)C1C(=O)N(C(=O)c2ccc(OC)cc2)CC1c1ccccc1` (stereo unspecified) → 0.15
# Cav32 inh, `CC(=O)Nc1sc2c(c1C(c1cccs1)N1CCOCC1)CCCC2` (stereo unspecified) → -2.7
# Cav32 inh, `Cc1c(Br)cccc1NC(=O)c1sccc1-n1cccc1` → -1.2
# Cav32 inh, `CC1CCCN(C2=NC(=O)/C(=C/c3cn(-c4ccccc4)nc3-c3cccc(S(=O)(=O)N(C)C)c3)S2)C1` (stereo unspecified) → -0.5
# Cav32 inh, `Cc1ccc(C(=O)OCC(=O)Nc2ccccc2C(F)(F)F)cc1S(=O)(=O)N1CCOCC1` → -0.28

# Back to the main list, starting 2 compounds before the break.
SMILES,Cav32 inh
CCOc1cc(N2CCOCC2)c(OCC)cc1NC(=O)COc1ncnc2ccccc12,0.023
Cc1ccc(CNC(=O)c2ccccc2NS(C)(=O)=O)cc1,-0.43
O=C(CSCc1nc2ccccc2[nH]1)N1CCN(c2ccc(F)cc2)CC1,0.14
CCOC(=O)N1CCN(S(=O)(=O)c2ccc(C)c(C)c2)CC1,-3.1
O=C(c1cc2ccccc2oc1=O)N1CCN(c2ncccn2)CC1,0.089
NNC(=O)CNC(=O)c1cccc(Br)c1,-0.021
COCc1c(C)cc(C)c(/C=N/O)c1C,0.093
CCOC(=O)c1c(-c2ccc(OC)cc2)csc1NC(=O)CCN1C(=O)c2ccccc2C1=O,-1.4
CCC(CC)c1nnc(NC(=O)CN2C(=O)C3C4C=CC(C4)C3C2=O)s1 (stereo unspecified),-0.69
O=C(COc1ccc([N+](=O)[O-])cc1)N/N=C/c1ccccn1,0.8
COC(=O)c1ccc(CSc2nnc3c(Cl)cc(Cl)cn23)o1,-1.2
O=P(O)(O)CP(=O)(O)O,-0.00062

# Compound activity from PubChem.

# Not all compounds are listed; the hit share may differ from the screen's.
